PI5P4Ka inh: inhibitors of human PI5P4K alpha. P48426. PI5P4Kalpha enzyme, ADP-Glo luminescence, 60 min; hits give low values. max response, %. actives 1.2% (n = 330,000). AID 652105; active means max response of -50% or lower; inconclusive means between -30% and -50%; inactive means -30% or higher; further: value at the top dose of about 77 µM; on the % scale 0 is the no-effect control and ±100 the full control effect
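PI5P4Kalpha ADP-Glo assay; 5 microM ATP final; 60 min RT reaction; HEPES pH 7.4/EGTA/CHAPS, 5% DMSO; controls lacking substrate or enzyme; luminescent end-point.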
aSyn yeast inh: alpha-synuclein toxicity inhibition in yeast; Yeast expressing alpha-synuclein, growth rescue, BacTiter-Glo, 24 h; Potency, µM (titrated, usually from 46.1 µM), without a hit: top-dose growth rescue (activation), most hits filed as activators; AID 652106; actives 0.14% (n = 370,000); further: potency means the concentration at half of the fitted maximal effect; % of control where 0% means no effect; nearly all actives have a fitted effect of over 65% in size
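Galactose-induced alpha-syn yeast (OD600=0.02, raffinose-pregrown) + pinned cpd, 24 hr, 30 deg C; growth by BacTiter-Glo luminescence. Growth restoration scores as activation.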
PLK1 PBD block: blocks phosphopeptide binding to human PLK1 polo-box domain | actives 2.8% (n = 360,000) | Potency, µM, for inactives: max response, negative = inhibition, actives largely listed as inhibitors | Plk1 PBD binding of FITC phosphopeptide, fluorescence polarization | P53350; further: potency means the concentration at half of the fitted maximal effect; series mostly up to about 57 µM; on the % scale 0 is the no-effect control and ±100 the full control effect; nearly all actives have a fitted effect of over 65% in size
Abeta rescue: restores growth of yeast expressing A-beta42 peptide | Potency, µM (series often up to 46.1 µM), inactives show at the top dose growth rescue, hits mostly activators | yeast expressing A-beta42, growth rescue, OD600, 48 h; response scale: 0% DMSO, 100% iron-clioquinol control | actives 0.063% (n = 410,000) | AID 1347071; further: potency means the concentration at half of the fitted maximal effect; nearly all actives have a fitted effect of over 55% in size
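Growth rescue measured by 600 nm absorbance after 48 h yeast culture at 30 C with compound. Values normalized between DMSO and an equimolar ferric chloride plus clioquinol control.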
IL-2 act: IL-2 activation; IL-2 activation reporter assay, cell-based qHTS; stimulated with anti-CD3/CD4/CD28 beads; in transgenic mouse T cells; activation, % (series mostly up to about 46 µM); actives 0.065% (n = 360,000); in the data active means activation above about 50%; inconclusive means mostly about 30% to 49%; further: 0% is about no effect
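EGFP and DsRed fluorescence is measured by plate cytometry in unstimulated transgenic mouse T cells exposed to compound for 60 minutes, then stimulated 18 hours at 37 degrees C with anti-CD3/anti-CD4 beads plus anti-CD28.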
EPAC1 agonist: activates human EPAC1 exchange factor. O95398. EPAC1 agonist qHTS, biochemical assay; response scale: 100% = response to 6.5 mM cAMP. Potency, µM (doses to about 154 µM), without a hit: at the highest dose activation, hits mostly activators. actives 0.073% (n = 360,000). AID 720707; further: potency means the concentration at half of the fitted maximal effect; nearly all actives have a fitted effect of over 60% in size
Target sequence (O95398 whole entry, looked up): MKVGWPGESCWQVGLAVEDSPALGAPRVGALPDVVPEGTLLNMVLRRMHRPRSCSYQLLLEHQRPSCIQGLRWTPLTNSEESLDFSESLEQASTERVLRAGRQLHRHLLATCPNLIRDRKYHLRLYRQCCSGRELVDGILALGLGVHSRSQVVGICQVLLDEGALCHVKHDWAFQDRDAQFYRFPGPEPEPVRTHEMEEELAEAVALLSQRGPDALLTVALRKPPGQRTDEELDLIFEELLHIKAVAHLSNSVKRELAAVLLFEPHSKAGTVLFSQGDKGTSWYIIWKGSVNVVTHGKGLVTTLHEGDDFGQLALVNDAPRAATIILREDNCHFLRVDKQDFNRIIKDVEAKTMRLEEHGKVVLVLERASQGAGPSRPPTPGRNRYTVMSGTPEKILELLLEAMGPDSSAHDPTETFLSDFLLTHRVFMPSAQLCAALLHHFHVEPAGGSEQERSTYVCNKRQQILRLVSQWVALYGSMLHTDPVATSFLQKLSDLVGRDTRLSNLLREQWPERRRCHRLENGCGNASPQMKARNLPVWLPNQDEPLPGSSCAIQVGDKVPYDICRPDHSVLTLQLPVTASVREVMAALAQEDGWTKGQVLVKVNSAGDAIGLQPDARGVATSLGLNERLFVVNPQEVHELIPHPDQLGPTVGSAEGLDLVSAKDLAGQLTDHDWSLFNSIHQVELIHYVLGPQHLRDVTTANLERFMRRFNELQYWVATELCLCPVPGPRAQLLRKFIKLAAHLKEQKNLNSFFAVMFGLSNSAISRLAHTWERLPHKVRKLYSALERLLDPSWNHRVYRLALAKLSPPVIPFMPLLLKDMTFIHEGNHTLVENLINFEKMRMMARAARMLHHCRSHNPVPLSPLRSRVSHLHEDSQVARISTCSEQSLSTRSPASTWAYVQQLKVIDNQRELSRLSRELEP
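Normalized to 6.5 mM cAMP, activity reflects EPAC1-catalysed release of BODIPY-GDP from Rap1B, followed kinetically over 30 min at 480 nm excitation, 540 nm emission. Reaction contained 100 nM EPAC1, 250 nM Rap1B-BODIPY-GDP, 50 uM GDP.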
EPAC1 antag: EPAC1 (human) antagonism | EPAC1 GEF assay, Rap1b-BODIPY-GDP exchange fluorescence | Potency, µM (top dose mostly 115 µM), for the others: at the highest dose activity change, negative = inhibition, actives largely listed as inhibitors | actives 0.14% (n = 360,000) | AID 720709;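 further: potency means the concentration at half of the fitted maximal effect; plate controls were vehicle for no effect and positive control for full effect; nearly all actives have a fitted effect of over 50% in size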
WRN helicase inh: WRN helicase (human) inhibition; Q14191; WRN helicase unwinding, fluorescent forked duplex, kinetic; actives 0.46% (n = 360,000); Potency, µM (highest dose often 114 µM), for inactives: at the highest dose activity change, negative = inhibition, hits mostly inhibitors; further: potency means the concentration at half of the fitted maximal effect; on the % scale 0 is the no-effect control and ±100 the full control effect; nearly all actives have a fitted effect of over 55% in size
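Fluorescence dequenching readout, ex 525 nm/em 598 nm, kinetic mode: forked duplex DNA (100 nM final) with adjacent fluorophore and quencher unwound by WRN (20 nM final) with 2 mM ATP. Compound preincubation 15 min, room temperature.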
FUS suppressor: rescues growth of FUS-expressing yeast; S. cerevisiae FUS-expressing, growth rescue, OD600, 24 h; Potency, µM (titrated, usually from 76.6 µM), for the others: at the top dose growth rescue (activation), usual class: activators; actives 0.24% (n = 390,000); AID 1347120;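 further: potency means the concentration at half of the fitted maximal effect; plate controls were DMSO vehicle for no effect and reference control for full effect; nearly all actives have a fitted effect of over 55% in size; some results filed as inactive show a strong effect at the top dose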
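Galactose (2%) drives FUS expression in yeast precultured in raffinose; seeding density OD 0.005. Test compounds incubated 24hr at 30C and 99% humidity before absorbance at 600 nm was measured.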
* hit, by the source's call; ? = inconclusive; / = not tested or not shown; [ ] = remark or other dose. Unless noted, the call rests on the fitted dose curve; in most records, active means well fitted curve in the direction sought with a large enough effect; inconclusive means small, poorly fitted or top-dose-only effect, or another doubt; inactive means no such curve, though single readings can be large; an effect the other way counts as inactive or inconclusive. Compounds were not picked by outcome; 4.1% or so of the library scored in one or more.

structure	PI5P4Ka inh	aSyn yeast inh	PLK1 PBD block	Abeta rescue	IL-2 act	EPAC1 agonist	EPAC1 antag	WRN helicase inh	FUS suppressor
CN(C(=O)CSc1ncnc2ccccc12)C1CCCCC1	-3	4%	-2%	16%	0.4	-29%	0%	-14%	8%
CCCN1C(=O)/C(=C/c2ccc(N3CCCC3)c(C)c2)NC1=S	1	-16%	43%[activator]	-65%[inhibitor]	24	13%	25%	-27%	10%
CCOC(=O)N1CCN(C(=O)CSc2nc(CC)nc3c2c(=O)n(C)c(=O)n3C)CC1	-1	-2%	-20%	-1%	-0.8	-20%	9%	12%	-3%
COc1ccc(-c2nc3c4ccccc4[nH]c(=O)n3n2)cc1	/	3%	-5%	8%	-1.7	0%	-10%	-27%	41%
Cc1cc(C)c(C#N)c(SCCN2CCCCC2)n1	-2	3%	-9%	-8%	0.2	4%	-10%	8%	15%
COc1ccc(C(CC(=O)Nc2ccc(F)cc2)c2ccccc2)cc1 (stereo not drawn)	-2	-1%	-1%	-8%	0.4	12%	2%	-1%	10%
O=C(O)CCN1C(=O)/C(=C2\C(=O)N(Cc3ccc(F)cc3)c3ccccc32)SC1=S	1	0%	19µM*	16%	-4.8	2%	-18%	-20%	-11%
COc1ccc(C(=S)Nc2ccc(C)cc2)cc1	-17	-17%	21µM*	-7%	-6.6	1%	-3%	-24%	/
Cc1ccc(S(=O)(=O)N2CCCN(c3nccc(C(F)(F)F)n3)CC2)cc1	3	4%	-15%	-11%	0.0	15%	-6%	-2%	24%
Cc1ccc(N=Nc2c(O)n(CN3CCOCC3)c3ccccc23)cc1	14	3%	-27%	1%	-0.2	-55%[inhibitor]	47%[activator]	2%	-6%
C/C(=N\OCC(=O)Nc1ccc(OC(F)(F)F)cc1)c1ccc2c(c1)OCCO2	9	1%	-5%	?	-1.0	-6%	?	-2%	21%
Cc1ccc(C)c(N2CCN(C(=O)CNS(=O)(=O)c3cccs3)CC2)c1	/	29%	-10%	0%	-1.5	14%	-1%	-7%	11%
O=c1c(O)c(-c2cccs2)oc2ccc(Cl)cc12	-15	0%	-13%	-3%	26	-2%	3%	-6%	/
O=C(CN1C(=O)C2C3C=CC(C3)C2C1=O)Nc1nc(SCc2ccc(Cl)cc2)n[nH]1 (stereo not drawn)	-5	3%	-1%	-10%	-0.2	-5%	2%	-8%	10%
O=C(COC(=O)c1ccccc1OCc1ccccc1Cl)NC1CC1	5	0%	-6%	25%	1.1	-9%	-7%	5%	13%
CCOC(=O)C(C)Sc1nnc(Cc2cc(=O)[nH]c(=O)[nH]2)n1-c1cccc(OC)c1 (stereo not drawn)	-10	-3%	-15%	-5%	-2.6	-12%	1%	6%	-18%
Cc1nc2sc(C(c3cccc(F)c3)N3CCCCC3)c(O)n2n1 (stereo not drawn)	-3	-1%	-7%	1%	-2.2	4%	1%	12%	16%
COC(=O)[C@@H]1C(c2c(OC)cc(OC)cc2OC)=NO[C@H]1C(=O)OC	1	-10%	-6%	11%	-0.5	4%	-4%	4%	3%
CCSc1nnc(Cc2cc(=O)[nH]c(=O)[nH]2)n1-c1ccc(F)cc1	5	2%	-15%	0%	-1.0	16%	11%	-1%	-15%
COc1ccccc1-n1cnc(N)c1C(=O)c1ccccc1	2	11%	-11%	-11%	-0.1	4%	-8%	-6%	-6%
O=C(Cc1cscn1)c1ccc(O)cc1O	-2	1%	-5%	-5%[9.22 µM]	-3.0	4%	7%	-23%	-40%
Cc1nc(-c2ccc([N+](=O)[O-])cc2)c(-c2ccccc2)o1	-6	-31%[inhibitor]	-5%	-34%	-4.1	12%	-29%	5%	28%
Cc1cc2c(ncn2Cc2ccccc2)c([N+](=O)[O-])c1C	/	-1%	-2%	?	-2.0	-3%	-3%	8%	11%
C/C(=N\NC(=O)c1nn(C)cc1Cl)c1ccncc1	-3	-5%	-13%	-2%	-0.8	8%	-1%	8%	/
C[C@@H]1CN([C@@H](C)CO)C(=O)CCCn2nncc2CO[C@@H]1CN(C)C(=O)Nc1ccc(C(C)(C)C)cc1	-4	-7%	-10%	4%	-3.0	3%	6%	-6%	4%
COC(=O)CC1C(=O)NCCN1C(=O)CSc1nnc(Nc2ccc(OC)cc2)s1 (stereo not drawn)	1	2%	-10%	2%	1.2	0%	3%	-5%	-3%
CC(=O)Nc1ccc2c(c1)ncn2-c1ccccc1	-1	-6%	-6%	-2%	0.1	6%	-9%	-1%	-3%
COc1ccc(/C=C(/NC(=O)c2ccccc2Cl)C(=O)NCCCC(=O)O)cc1	2	1%	-14%	-2%	-2.0	4%	2%	-3%	-10%
COC(=O)c1ccc(Oc2coc3cc(OCc4cnn(-c5ccccc5)c4)ccc3c2=O)cc1	-15	-5%	-10%	1%	-2.6	-3%	11%	4%	13%
COc1ccc(-c2cc(C(=O)N3CCc4ccccc4C3)no2)cc1	-3	-16%	-12%	/	1.0	15%	-3%	-3%	-15%
Cc1ccc(C(=O)NC(=S)NCC2CCCO2)cc1[N+](=O)[O-] (stereo not drawn)	1	-1%	-9%	?	-1.6	3%	-5%	?	26%
CCN(C1CCCCC1)S(=O)(=O)c1c(C)n(C)c(=O)n(C)c1=O	4	7%	0%	10%	0.1	-2%	4%	-4%	-13%
Cc1onc(-c2c(F)cccc2Cl)c1C(=O)Nc1cc2cc([N+](=O)[O-])ccc2oc1=O	-1	10%	4%	10%	1.3	-8%	4%	-3%[57.1 µM]	31%
COc1ccc2nc(C)cc(Nc3cccc(C(=O)O)c3)c2c1	0	-3%	1%	13%	0.3	0%	13%	3%	-15%
COc1ccccc1N1CCN(C(=O)C(=O)c2cccc([N+](=O)[O-])c2)CC1	-1	13%	-6%	9%	1.0	6%	5%	3%	12%
COC(=O)CN(c1ccc(OCc2ccccc2)cc1)S(C)(=O)=O	-3	8%	3%	7%	-0.4	-4%	8%	2%	22%
O=S1(=O)CC=C(CSC(=S)NC2CCS(=O)(=O)C2)C1 (stereo not drawn)	2	7%	?	-12%	-4.9	-14%	9%	2%	-30%
O=C(N1CCc2cc(S(=O)(=O)NC[C@H]3O[C@@H](n4ccc(=O)[nH]c4=O)[C@H](O)[C@@H]3O)ccc2C1)C(F)(F)F	-19	-1%	?	10%	-0.1	-12%	-9%	-1%	-7%
CC(=O)N/C(=N\c1nc(C)cc(C)n1)Nc1ccc2ccccc2c1	8	-1%	0%	-1%	0.0	2%	13%	3%	8%
COc1ccc2nc(Nc3nc4cc5c(cc4s3)OCO5)sc2c1	-18	-18%	-3%	26%	0.6	2%	17%	-1%	4%
CN(C)CCN1CCN(C(c2ccnc3ccccc23)c2nnnn2-c2ccc3c(c2)OCCO3)CC1 (stereo not drawn)	-1	7%	-12%	-26%	0.7	-12%	-22%	4%	-6%
CCN(CC)CCn1c2c(c(SCC(=O)Nc3ccc(C)c(F)c3)nc1=O)CCC2	2	-9%	-13%	9%	-0.4	6%	-2%	-2%	10%
O=C(NCc1cccs1)C1CCCN1C(=O)Nc1ccccc1Cl (stereo not drawn)	2	-5%	3%	10%	0.1	9%	19%	1%	12%
O=C(NC(=S)NC1CCS(=O)(=O)C1)c1cccs1 (stereo not drawn)	1	-2%	-3%	5%	0.3	-1%	-4%	3%	-26%
CNC(=O)c1oc(-c2ccc(Cl)cc2)nc1C	0	1%	-3%	-1%	-0.8	10%	-3%	-5%	-2%
OC[C@@H]1CN(Cc2cccnc2)C[C@H](n2cnc3c(N4CCCC4)ncnc32)O1	6	6%	-3%	-13%	-0.2	6%	11%	-2%	-13%
Cc1ccc(C(=O)NCC(c2ccco2)N2CCCCC2)s1 (stereo not drawn)	-2	0%	1%	-12%	0.0	-8%	-21%	-8%	-20%
C=CCNC(=O)NC(=O)Cn1c(=O)c2c(ncn2CC)n(Cc2ccccc2)c1=O	8	0%	-3%	-27%	1.2	12%	-2%	0%	3%
COCC(C)NC(=O)/C(=C/c1ccccc1)c1ccccc1 (stereo not drawn)	0	-3%	-17%	-8%	0.2	-2%	3%	7%	-13%
CCN(c1ccccc1)S(=O)(=O)c1ccc2c(c1)N(C(C)=O)CCS2	0	12%	-1%	-20%	2.5	-3%	10%	7%	8%
COc1ccc(NC(=O)Nc2nnc([C@@H]3C[C@H](O)[C@@H](CO)O3)s2)cc1	5	-3%	-3%	-10%	-0.3	2%	-2%	0%[57.1 µM]	-15%
COc1ccc(C(=O)OCC(=O)Nc2ncc([N+](=O)[O-])s2)cc1OC	-77*	0%	9.5µM*	8%	0.9	7%	?	50µM*	12%
CCCCC(=O)Nc1ccc(C(=O)NNC(=O)CCc2ccccc2)cc1	/	0%	-4%	14%	0.8	1%	-4%	-20%	-11%
O=C(O)C1=C[C@@H](C2CCCCC2)C[C@@H](OCc2ccc(CO)cc2)O1	-1	2%	-30%	8%	1.7	1%	-2%	3%	-2%
O=C1CN(C(=O)COc2ccccc2F)c2ccccc2N1	-1	3%	-4%	24%	-0.3	4%	-17%	-5%	/
CC(/C=N/N1CCN(c2ccccc2)CC1)=C\c1ccco1	/	-19%	-2%	-14%	-1.0	11%	4%	-9%	20%

Some of the entries so far, with two lines to a compound.
The line under a structure holds: PI5P4Ka inh, aSyn yeast inh, PLK1 PBD block, Abeta rescue, IL-2 act, EPAC1 agonist, EPAC1 antag, WRN helicase inh, FUS suppressor
> CCN(c1ccccc1)S(=O)(=O)c1ccc2c(c1)N(C(C)=O)CCS2
 : 0, 12%, -1%, -20%, 2.5, -3%, 10%, 7%, 8%
> COc1ccc(NC(=O)Nc2nnc([C@@H]3C[C@H](O)[C@@H](CO)O3)s2)cc1
 : 5, -3%, -3%, -10%, -0.3, 2%, -2%, 0%[57.1 µM], -15%

Compound activity: PubChem BioAssay, National Center for Advancing Translational Sciences (NCATS)
